Screening data as filed in PubChem.
Keap1-Nrf2 PPI – Keap1-Nrf2 protein-protein interaction inhibitors, primary screen, biochemical, fluorescence polarization, single point. actives 0.15% (n = 340,000). AID 504523, 2011. Kelch-like ECH-associated protein 1 (Homo sapiens), Q14145. Keap1 Kelch-Nrf2 peptide fluorescence polarization, 1536-well. inhibition, % at 9.4 µM; in the data active = inhibition above about 12%;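 note: human Keap1 Kelch domain with fluorescein labeled Nrf2 9mer peptide probe; 0% = neutral control wells and 100% = peptide positive control; higher means more block of Keap1 binding to Nrf2 peptide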
Target sequence (Q14145 whole entry, looked up, the tested form may be a part): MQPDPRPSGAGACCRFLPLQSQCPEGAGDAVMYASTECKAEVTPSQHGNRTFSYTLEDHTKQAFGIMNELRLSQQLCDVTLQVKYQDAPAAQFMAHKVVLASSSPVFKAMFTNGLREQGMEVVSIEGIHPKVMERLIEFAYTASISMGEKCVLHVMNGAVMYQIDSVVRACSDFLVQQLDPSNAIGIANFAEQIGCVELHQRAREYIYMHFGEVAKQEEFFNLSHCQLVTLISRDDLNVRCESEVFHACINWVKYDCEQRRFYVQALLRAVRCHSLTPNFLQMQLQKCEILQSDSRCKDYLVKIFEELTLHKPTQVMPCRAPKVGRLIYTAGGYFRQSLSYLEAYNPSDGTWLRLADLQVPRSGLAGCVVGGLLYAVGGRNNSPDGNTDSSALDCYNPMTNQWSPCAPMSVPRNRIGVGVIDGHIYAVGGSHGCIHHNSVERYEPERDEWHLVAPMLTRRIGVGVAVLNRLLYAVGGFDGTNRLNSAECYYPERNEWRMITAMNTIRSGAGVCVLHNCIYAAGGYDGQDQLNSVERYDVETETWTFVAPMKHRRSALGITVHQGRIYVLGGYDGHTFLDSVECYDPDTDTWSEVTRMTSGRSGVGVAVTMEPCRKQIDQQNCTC
V-ATPase pH – regulators of yeast V-ATPase proton pumping, primary screen, pHLuorin cytosolic pH fluorescence; S. cerevisiae; response, % at 10 µM; actives 0.37% (n = 350,000); in the data active = response mostly above about 7.3%, no sharp cut-off; inactive = mostly below about 5.4%; note: actives read high; inactives centre near 0; some compounds called inactive have numbers as strong as hits; reference of the scale not given here
RTF Ca sens act – cardiac RTF calcium sensitivity activators, primary screen, biochemical, IANBD-TnC fluorescence, EC20 calcium; Troponin I, cardiac muscle (Homo sapiens) + Troponin T, cardiac muscle (Homo sapiens) + …; IANBD-labeled TnC RTF fluorescence at EC20 calcium; 0% EC20 calcium, 100% full calcium; activation, % at 7.2 µM; actives 0.24% (n = 340,000); AID 493008, 2010;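 active = activation above the mean over all tested compounds plus 3 SD, cut at about 30% in these data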;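 note: rise in fluorescence read as greater calcium sensitivity of cardiac thin filaments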
MOR-DOR inv ag – inverse agonists of MOR-DOR heterodimerization, primary screen, cell-based, luminescence. inhibition, % at 9.3 µM. actives 0.21% (n = 340,000). cell-based MOR-DOR heterodimer luminescence, inverse agonism; in the data active = inhibition above about 22%, passing the limit was not always enough;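 note: 0% = cells with DMSO and 100% = wells without cells with DMSO; values of inactives mirror those of a sister screen read the other way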
HTR5A ag ctr – HTR5A agonists in luminescence cell assay, primary screen, counter-screen for OPRM1-OPRD1 heterodimer agonist project, full-deck HTS; cell-based; activation, % at 9.3 µM; actives 0.61% (n = 340,000); 5-hydroxytryptamine receptor 5A (Homo sapiens), P47898; AID 504692, 2011; in the data active = activation mostly above about 9.5%, no sharp cut-off; inactive = mostly below about 7.6%;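 note: 0% = cells with vehicle only and 100% = reference agonist; strong numbers were not always called active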
Target sequence (P47898 whole entry, looked up): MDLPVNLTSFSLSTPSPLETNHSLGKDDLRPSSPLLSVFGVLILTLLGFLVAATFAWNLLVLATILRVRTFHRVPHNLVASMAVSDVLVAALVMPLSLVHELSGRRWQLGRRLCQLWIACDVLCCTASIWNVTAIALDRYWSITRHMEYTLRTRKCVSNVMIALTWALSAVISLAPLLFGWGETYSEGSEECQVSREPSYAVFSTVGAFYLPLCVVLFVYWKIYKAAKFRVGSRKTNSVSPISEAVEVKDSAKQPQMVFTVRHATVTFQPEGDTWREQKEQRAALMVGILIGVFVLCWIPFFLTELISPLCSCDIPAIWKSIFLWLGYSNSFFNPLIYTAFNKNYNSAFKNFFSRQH
LANA DNA inh – inhibitors of KSHV C-LANA binding to DNA, primary screen, biochemical, fluorescence polarization, FAM-LBS DNA, MBP-C-LANA, single point. Kaposi's sarcoma herpesvirus LANA C-terminal domain (residues 932-1162) DNA binding. inhibition, % at 9 µM. actives 0.078% (n = 340,000). AID 504423, 2011;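 active = highest replicate inhibition at or above 60% at 9 µM, even if other replicates fall short; inactive = all replicates below 60% inhibition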;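 note: 0% = neutral control wells and 100% = 4 µM acridine orange control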
RTF Ca sens inh – cardiac RTF calcium sensitivity inhibitors, primary screen, biochemical, IANBD-TnC fluorescence, EC70 calcium; IANBD-labeled cardiac RTF, Ca2+ fluorescence; AID 493244, 2011; actives 0.12% (n = 340,000); Troponin I, cardiac muscle (Homo sapiens) + Troponin T, cardiac muscle (Homo sapiens) + …; inhibition, % at 7.15 µM;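 active = inhibition above the mean inhibition of all tested compounds plus 3 SD, cut at about 17% in these data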;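 note: assay run at fixed EC70 calcium of 1.6 mM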
HTR5A inv ag – HTR5A inverse agonists in luminescence cell assay, primary screen, counter-screen for OPRM1-OPRD1 heterodimer inverse agonist project, full-deck HTS. HTR5A cell line, inverse agonism. inhibition, % at 9.3 µM. actives 0.083% (n = 340,000); in the data active = inhibition mostly above about 23%, no sharp cut-off; inactive = mostly below about 18%;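 note: 0% = cells with DMSO and 100% = no-cell wells with DMSO; some compounds called inactive have numbers as strong as hits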
OPRM1-OPRD1 ag – agonists of OPRM1-OPRD1 heterodimerization, primary screen, cell-based, luminescence; Mu-type opioid receptor (Homo sapiens) + Delta-type opioid receptor (Homo sapiens), …; cells; activation, % at 9.3 µM; AID 504326, 2011; actives 0.3% (n = 340,000); in the data active = activation above about 18%;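 note: 0% = vehicle-treated cells and 100% = reference agonist; values of inactives mirror those of a sister screen read the other way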
CAL-PDZ inh HTS – untagged CAL PDZ binding inhibitors, primary screen, biochemical, fluorescence polarization, HTS. purified CAL PDZ, TMR-peptide fluorescence polarization, 1 h. inhibition, % at 24.9 µM. actives 0.92% (n = 300,000);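 active = mean inhibition of at least 30% with at least half of replicates also reaching 30%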;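 note: 0% = DMSO neutral control and 100% = excess unlabeled competitor peptide PRC23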
* marks the source's active call; other numbers are inactive results; x = not tested or not shown.

Results follow in this order: Keap1-Nrf2 PPI | V-ATPase pH | RTF Ca sens act | MOR-DOR inv ag | HTR5A ag ctr | LANA DNA inh | RTF Ca sens inh | HTR5A inv ag | OPRM1-OPRD1 ag | CAL-PDZ inh HTS
> O=C(COC(=O)CCSc1ccccc1)NCc1ccc(F)cc1
 : -2 | 5 | 1 | 7 | -2 | 1.3 | 6 | 6 | -1.5 | -5
> CCCCNC(=O)c1cc([N+](=O)[O-])[nH]n1
 : -1 | 0 | -5 | 8 | 1 | 0.3 | -1 | 1 | -1.4 | -1
> Cc1ccc(S(=O)(=O)N2[C@@H](c3ccc(C(C)(C)C)cc3)C(C(=O)O)=CC[C@H]2c2cccs2)cc1
 : 2 | 0 | -7 | -124 | 2 | 2.4 | 0 | -6 | 26* | -4
> O=P(c1ccccc1)(c1ccccc1)C(O)c1ccco1 (stereo not drawn)
 : 5 | 1 | -1 | 10 | -3 | 1.0 | -15 | -19 | -1.9 | 1
> O=C(Nc1ccc(F)cc1)NC1CCN(Cc2c(F)cccc2Cl)CC1
 : -5 | -1 | 5 | -3 | 0 | -1.5 | -7 | 34 | 0.7 | -8
> O=S(=O)(Cc1nnnn1-c1ccc(Br)cc1)c1ccc(F)cc1
 : -4 | 3 | 1 | 1 | 8 | 0.2 | -13 | 10 | -0.2 | 2
> COCC(C)n1c(SCC(=O)Nc2c(C)n(C)n(-c3ccccc3)c2=O)nc2ccccc2c1=O (stereo not drawn)
 : -4 | -1 | 3 | 4 | -6 | 0.2 | -5 | 16 | -1.0 | -3
> CCCc1cc(=O)oc2cc(OCC(=O)N3C[C@H]4C[C@@H](C3)c3cccc(=O)n3C4)c(Cl)cc12
 : -4 | -3 | 4 | 11 | 5 | 0.9 | -12 | 16 | -2.1 | 7
> CC(/C=C/c1ccccc1)=N\NC(=O)C1CC1(C)c1ccccc1 (stereo not drawn)
 : 0 | 4 | 4 | -17 | 0 | -0.7 | 5 | -21 | 3.0 | -5
> CNC(=S)Nc1ccc(Cc2ccncc2)cc1
 : -4 | 1 | 0 | 16 | 1 | 0.2 | 2 | 4 | -3.2 | 3

OPRM1-OPRD1 ag: hit marks shown above.
SMILES	Keap1-Nrf2 PPI	V-ATPase pH	RTF Ca sens act	MOR-DOR inv ag	LANA DNA inh	RTF Ca sens inh	OPRM1-OPRD1 ag	CAL-PDZ inh HTS
Cc1ccc(S(=O)(=O)N2[C@@H](c3ccc(C(C)(C)C)cc3)C(C(=O)O)=CC[C@H]2c2cccs2)cc1	2	0	-7	-124	2.4	0	26*	-4

Other records:
Results follow in this order: Keap1-Nrf2 PPI | V-ATPase pH | RTF Ca sens act | MOR-DOR inv ag | HTR5A ag ctr | LANA DNA inh | RTF Ca sens inh | HTR5A inv ag | OPRM1-OPRD1 ag | CAL-PDZ inh HTS
> O=C(CN1C(=O)NC2(CCCCCCC2)C1=O)NC(=O)NCc1ccco1
 : -1 | 3 | -7 | 6 | 0 | 1.0 | 0 | -29 | -1.2 | -2
> CC(=O)Nc1ccc(S(=O)(=O)N2CCN(c3cc(C(F)(F)F)ccn3)CC2)cc1
 : 4 | -3 | 3 | 2 | -1 | -0.5 | -2 | 1 | -0.4 | -2
> CCOC(=O)c1cnc(SC)nc1N1CCCC1
 : -1 | 1 | 0 | -5 | 5 | 3.2 | -12 | -15 | 1.0 | 3
> CCC(=O)N1CCc2cc(S(=O)(=O)NCCC(=O)NCc3ccccc3OC)ccc21
 : -1 | 0 | 5 | 9 | 11* | 0.0 | -6 | -5 | -1.7 | -2
> CNc1nc(=S)[nH]c2ccccc12
 : -1 | 4 | 4 | 8 | 2 | 0.8 | -1 | 28 | -1.6 | -8
> O=C(Nc1nnc(-c2ccccc2)o1)c1cccc(N2C(=O)CCC2=O)c1
 : 0 | -2 | 3 | 4 | 2 | 4.0 | -8 | -7 | -0.7 | -5
> Cc1nc2ncnn2c(N2CCN(S(=O)(=O)c3ccc(Br)cc3)CC2)c1C
 : -6 | -1 | 7 | 10 | -1 | -0.6 | -4 | 3 | -2.0 | 4
> O=C(NC(Nc1ccccn1)C(Cl)(Cl)Cl)c1ccccc1 (stereo not drawn)
 : -1 | 0 | 3 | 15 | 0 | 0.0 | -7 | 17 | -3.2 | -2
> O=C(c1ccc(-c2nc3ccccc3s2)o1)N1CCN(c2ccccc2O)CC1
 : 2 | 1 | -1 | -4 | 10 | -1.7 | 0 | -23 | 0.9 | 0
> O=C(Nc1nc2ccccc2s1)c1ccc(Cl)s1
 : 2 | -4 | 9 | -14 | -4 | 0.5 | -12 | 13 | 2.8 | -2
> CCN(CC)S(=O)(=O)c1cc(OC)ccc1N=Nc1ccc(O)c2ncccc12
 : -4 | -4 | -5 | 5 | -6 | 0.8 | -5 | 23 | -1.1 | -3
> Cc1ccc(N2CC(C(=O)NCCS(=O)(=O)N3CCN(c4ccccc4)CC3)CC2=O)cc1 (stereo not drawn)
 : 3 | -1 | -5 | 8 | 3 | 0.2 | -16 | 18 | -1.6 | x
> CCOc1ccc2c(c1)C(N(CCN1CCOCC1)C(=O)Nc1ccc(OC)cc1OC)CC(C)(C)O2 (stereo not drawn)
 : -4 | 0 | 2 | 3 | -2 | -1.7 | -6 | 12 | -0.7 | 5
> O=C(COC(=O)COc1ccc(Br)cc1)NC1CCCC1
 : 6 | -1 | 2 | 7 | 0 | -0.9 | 1 | 0 | -1.4 | -1
> Cc1ccc(S(=O)(=O)N/N=C/c2cccs2)cc1
 : 0 | -1 | -4 | 14 | 4 | -0.2 | 2 | -10 | -3.0 | -4
> CN(C(=O)COC(=O)c1cn(-c2ccccc2)nc1-c1ccccc1)C1CCS(=O)(=O)C1 (stereo not drawn)
 : -3 | -3 | 2 | -4 | -4 | -0.9 | -8 | 10 | 0.8 | 4
> CC(CCc1ccccc1)NC(=O)Cc1cccs1 (stereo not drawn)
 : 0 | -4 | 5 | 13 | -2 | -0.2 | 2 | -3 | -2.5 | 20
> Cc1ccc(C(=O)Nc2ccc(N3CCN(C(=O)c4ccco4)CC3)cc2)c(Cl)c1
 : -3 | -4 | -4 | -14 | 5 | -0.7 | 15 | -4 | 2.0 | 1
> CCc1ccc(N=C2NC(=O)/C(=C/c3ccc(OCC(=O)O)cc3)S2)cc1
 : -2 | 1 | 0 | 12 | 2 | 9.2 | 1 | -7 | -2.4 | -4
> COc1cc(C(C)=O)ccc1Oc1ncnc2c1cnn2-c1cccc(Cl)c1
 : -3 | -41 | 2 | 12 | -1 | 1.2 | 0 | -1 | -2.3 | -5
> O=C(OCC(=O)N1CCOCC1)c1ccc(Cl)cc1[N+](=O)[O-]
 : -1 | -1 | -8 | 1 | 0 | -0.3 | -6 | 0 | -0.1 | -1
> Cc1ccnc(NC(c2ccccn2)c2c(C)[nH]c3ccccc23)c1 (stereo not drawn)
 : 2 | -11 | -2 | -8 | 4 | 0.4 | -7 | -11 | 1.4 | 1
> Cc1cc(OC(F)F)ccc1NC(=S)NC1CCCC1
 : -4 | -2 | -4 | -8 | 5 | -0.6 | -6 | 4 | 2.4 | 0
> CCCc1cc(=O)oc2c(C)c(OCC(=O)NC3CCN(Cc4ccccc4)CC3)ccc12
 : 0 | -3 | -3 | 16 | 4 | -0.4 | 9 | -15 | -3.1 | -2
> Cc1cccc(NC(=S)N/N=C/C(C)c2ccccc2)c1C (stereo not drawn)
 : 0 | 4 | 4 | -19 | 3 | 1.0 | 0 | -9 | 3.8 | -2
> COc1ccc(OCC2CCNCC2)cc1
 : 0 | -2 | 6 | 7 | 1 | 0.0 | -3 | 10 | -1.4 | 4
> COc1ccc(OCc2nnc(SC(C)C(=O)Nc3ccc(N4CCOCC4)cc3)n2C)cc1 (stereo not drawn)
 : -3 | -2 | -1 | 3 | -2 | 0.3 | -3 | 4 | -0.8 | -3
> C/C=C(/C)C(=O)OC1Cc2c(ccc3ccc(=O)oc23)OC1(C)C (stereo not drawn)
 : 2 | 1 | -2 | -20 | 1 | 0.1 | 6 | -45 | 3.7 | -6
> CCc1ccc(/C=C2\SC(=S)N(CCCC(=O)Nc3ccccc3C(=O)O)C2=O)cc1
 : 2 | 0 | -7 | 13 | 5 | 4.7 | 5 | -19 | -2.4 | -3
> O=C(CSC1=NCCS1)Nc1nc(-c2ccccc2)cs1
 : -5 | -1 | 5 | -14 | 5 | -1.3 | -3 | -9 | 2.7 | -2

Some values from above.
For HTR5A ag ctr, CCCc1cc(=O)oc2cc(OCC(=O)N3C[C@H]4C[C@@H](C3)c3cccc(=O)n3C4)c(Cl)cc12 has the entry 5
For RTF Ca sens act, CC(CCc1ccccc1)NC(=O)Cc1cccs1 (stereo not drawn) has the entry 5
For OPRM1-OPRD1 ag, COc1cc(C(C)=O)ccc1Oc1ncnc2c1cnn2-c1cccc(Cl)c1 has the entry -2.3

Next part:
Results follow in this order: Keap1-Nrf2 PPI | V-ATPase pH | RTF Ca sens act | MOR-DOR inv ag | HTR5A ag ctr | LANA DNA inh | RTF Ca sens inh | HTR5A inv ag | OPRM1-OPRD1 ag | CAL-PDZ inh HTS
> COc1cc2c(cc1/C=C1/NC(=O)N(c3ccccc3)C1=O)OCO2
 : 3 | 11* | -2 | 2 | 2 | 1.7 | -24 | -3 | -0.2 | -3
> Cc1cccc(OCCCn2c(=O)sc3ccccc32)c1
 : 1 | 1 | -3 | -4 | 0 | 0.1 | -11 | 18 | 0.8 | -4
> CC(C)[C@H](NC(=O)c1c(F)cccc1F)C(=O)Nc1cccc(Br)c1
 : 3 | 3 | -7 | -126 | 8 | 1.3 | -3 | -32 | 22* | -6
> Cc1noc(C)c1CSc1cc(C)c2ccccc2n1
 : -5 | 0 | -3 | -52 | -7 | 0.9 | 2 | 10 | 8.9 | -3

Four entries picked at random from those above, as already listed:
Results follow in this order: Keap1-Nrf2 PPI | V-ATPase pH | RTF Ca sens act | MOR-DOR inv ag | HTR5A ag ctr | LANA DNA inh | RTF Ca sens inh | HTR5A inv ag | OPRM1-OPRD1 ag | CAL-PDZ inh HTS
> Cc1noc(C)c1CSc1cc(C)c2ccccc2n1
 : -5 | 0 | -3 | -52 | -7 | 0.9 | 2 | 10 | 8.9 | -3
> COc1cc2c(cc1/C=C1/NC(=O)N(c3ccccc3)C1=O)OCO2
 : 3 | 11* | -2 | 2 | 2 | 1.7 | -24 | -3 | -0.2 | -3
> CC(C)[C@H](NC(=O)c1c(F)cccc1F)C(=O)Nc1cccc(Br)c1
 : 3 | 3 | -7 | -126 | 8 | 1.3 | -3 | -32 | 22* | -6
> Cc1cccc(OCCCn2c(=O)sc3ccccc32)c1
 : 1 | 1 | -3 | -4 | 0 | 0.1 | -11 | 18 | 0.8 | -4
